# TSHR antag – antagonists of human thyroid stimulating hormone receptor; P16473; TSHR-expressing cells, TSH-stimulated cAMP HTRF, 2 h; stronger effect = lower value; activity change, negative = inhibition, % at 11.5 µM; 330,000 compounds, 0.2% hits;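 active means activity change below a set negative limit, meaning inhibition stronger than a set level, cut at about -70% in these data; inconclusive means activity change between two set negative limits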; further: on the % scale 0 is the no-effect control and ±100 the full control effect
# Target sequence (P16473 whole entry, looked up): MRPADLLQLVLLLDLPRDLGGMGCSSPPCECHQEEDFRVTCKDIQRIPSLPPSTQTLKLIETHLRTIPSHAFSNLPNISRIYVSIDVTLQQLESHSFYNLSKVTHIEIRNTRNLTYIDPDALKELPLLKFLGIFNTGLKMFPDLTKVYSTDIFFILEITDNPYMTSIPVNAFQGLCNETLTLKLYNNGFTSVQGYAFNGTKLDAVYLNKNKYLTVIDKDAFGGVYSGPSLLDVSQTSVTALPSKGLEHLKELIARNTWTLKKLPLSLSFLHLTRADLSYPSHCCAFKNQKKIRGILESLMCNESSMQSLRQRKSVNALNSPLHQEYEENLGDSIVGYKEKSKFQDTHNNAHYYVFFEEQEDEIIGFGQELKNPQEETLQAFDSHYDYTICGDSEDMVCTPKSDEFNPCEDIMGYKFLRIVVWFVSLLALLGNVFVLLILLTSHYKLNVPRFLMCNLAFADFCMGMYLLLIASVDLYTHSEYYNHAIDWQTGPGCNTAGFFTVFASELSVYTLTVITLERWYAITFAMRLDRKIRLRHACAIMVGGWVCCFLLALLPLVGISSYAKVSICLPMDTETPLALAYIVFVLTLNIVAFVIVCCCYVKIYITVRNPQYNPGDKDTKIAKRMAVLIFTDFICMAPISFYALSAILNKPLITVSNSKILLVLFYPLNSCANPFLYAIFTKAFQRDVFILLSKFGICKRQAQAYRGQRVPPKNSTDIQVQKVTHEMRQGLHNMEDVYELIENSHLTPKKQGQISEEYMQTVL
#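 TSHR-expressing cells, 200/well, pre-treated with compound, then stimulated with EC80 TSH (4nM final) for 2 hours at 37 deg C. cAMP measured by competitive HTRF: anti-cAMP cryptate antibody in lysis buffer plus cAMP-d2, read after 30 minutes at room temperature.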
# Integrin act MD – activates integrin-mediated alleviation for muscular dystrophy; alpha7betagal myoblasts, beta-gal FDG fluorescence, 48 h; Potency, µM (doses to about 38.3 µM), without a hit: at the highest dose activation, hits mostly activators; 350,000 compounds, 0.064% hits; AID 624291;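 further: potency means the concentration at half of the fitted maximal effect; 100% = response of the positive control SU9516; nearly all actives have a fitted effect of over 60% in size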
#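 Alpha7betagal+/- myoblasts (passage 13) were plated 16-24 hr, then exposed to compounds (1:260 dilution of DMSO stock) for 48 hours at 37C. After MPER lysis, β-galactosidase reporter activity was read as FDG fluorescence (ex 480/em 540) after 30 minutes.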
# TSG101-PTAP inh – blocks PTAP/TSG101 interaction to inhibit HIV-1 budding; 340,000 tested, under 10 active; Potency, µM (highest dose often 115 µM), for the others: at the highest dose activity change, negative = inhibition, hits mostly inhibitors; Q99816; Fluorescence polarization, FITC-PTAP peptide / Tsg101 binding; active means well fitted inhibition curve with a large enough effect in the main read-out, with a control signal flat, not every such curve was filed as active; inconclusive means small, poorly fitted or top-dose-only effect, or effect the other way, or a change in a side signal; inactive means no such curve, though single readings can be large or run the other way; further: potency means the concentration at half of the fitted maximal effect; % of control where 0% means no effect
#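 Fluorescence anisotropy tracks displacement of a FITC-tagged PTAP peptide (50 nM) from the Tsg101 binding domain (10 uM), following a 20 min room-temperature incubation at pH 7.5.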
# Tb PFK inh – T. brucei PFK enzyme inhibition. O15648. T. brucei PFK, ADP-Glo luminescence. Potency, µM (series often up to 57.5 µM), without a hit: top-dose activity, negative = inhibition, most hits filed as inhibitors. 330,000 compounds, 0.17% hits. AID 485367;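 further: potency means the concentration at half of the fitted maximal effect; 0% = uninhibited 1x PFK enzyme wells and -100% = no-enzyme wells; nearly all actives have a fitted effect of over 60% in size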
#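 In TEA buffer at pH 8.0 with 5 mM MgCl2, enzyme (1.25 nM) converted F6P (0.5 mM) and ATP (0.1 mM) for 45 min at room temperature. ADP product was read by luciferase luminescence.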
# Chronic BCR inh – inhibitors of chronic active B-cell receptor signaling; ABC-DLBCL IkBa-CBG/CBR reporter, luminescence ratio, 4 h; Potency, µM (highest dose often 46.1 µM), for the others: at the highest dose ratio change, negative = lower green/red ratio, actives largely listed as inhibitors; 340,000 compounds, 0.05% hits; AID 493014; active means well fitted inhibition curve with a large enough effect in the signal ratio, with a control signal flat, not every such curve was filed as active; inconclusive means small, poorly fitted or top-dose-only effect, or effect the other way, or a change in a side signal; the % refers to the signal ratio;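 further: potency means the concentration at half of the fitted maximal effect; plate controls were basal doxycycline-induced cells for no effect and cells given 10 µM MG132 for full effect; MG132 reads +100%, hits lower the ratio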
#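 Cell line TMD8 (human ABC DLBCL), stably expressing tet-inducible CBG68-IkBa fusion and CBR; IMDM/0.5% FBS; cpd up to 46 uM; dox induction, 4 h, 37C/5% CO2; dual luminescence; green/red ratio; MG132 control.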
# AT treatment – candidate therapy for ataxia-telangiectasia | Potency, µM (top dose mostly 57.5 µM), inactives show at the top dose activation, actives largely listed as activators | […] A-T fibroblasts, KAP-1 phosphorylation AlphaLISA; neocarzinostatin DNA damage 30 min before lysis | AID 485349 | 320,000 compounds, 0.19% hits; further: potency means the concentration at half of the fitted maximal effect; % of control where 0% means no effect; nearly all actives have a fitted effect of over 45% in size
#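 hTERT-immortalized A-T patient fibroblasts ([…]), 500 cells/well in OPTI-MEM, 1% FBS, got compounds for 60 min, then NCS for 30 min at 37C. Lysates were then assayed for phospho-KAP-1 by AlphaLISA (anti-pKAP1 donor, anti-KAP1 acceptor beads), 6 hr at 25C.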
# ELG1 DNA repair – inhibitors of ELG1-dependent DNA repair in HEK293T cells. HEK293T ELG1-luciferase reporter, luminescence, 16 h; DNA damage induced by 5-fluorouridine. 330,000 compounds, 2.3% hits. AID 504467. Potency, µM (top dose mostly 46.1 µM), inactives show top-dose activity change, negative = inhibition, actives largely listed as inhibitors; further: potency means the concentration at half of the fitted maximal effect; on the % scale 0 is the no-effect control and ±100 the full control effect; nearly all actives have a fitted effect of over 55% in size
#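 Quantitative HTS, concentration-response format. 2,000 cells/well co-treated with 5-fluorouridine and compound, 16 hr in 5% CO2 at 37 °C; ONE-Glo luminescence read after 30 min.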
# S-ASM inh – inhibitors of human secretory acid sphingomyelinase | P17405 | 340,000 compounds, 0.006% hits | AID 504937 | Potency, µM (series often up to 57.5 µM), without a hit: at the top dose activity change, negative = inhibition, most hits filed as inhibitors | placental ASM, HMU-PC fluorogenic substrate, 60 min; further: potency means the concentration at half of the fitted maximal effect
#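 HMU-PC0 cleavage (9 uM final) by human placental ASM, 60 min at 37 °C following 10 min compound exposure at RT; stopped at pH 10, fluorescence Ex 386/Em 447 nm.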
# Mito fusion act – blocks mitochondrial division or promotes mitochondrial fusion; AID 485298; Potency, µM (highest dose often 46.1 µM), for the others: top-dose growth rescue (activation), most hits filed as activators; S. cerevisiae fusion-defective mutant growth rescue, CellTiterGlo 48 h; 320,000 compounds, 0.23% hits;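 further: potency means the concentration at half of the fitted maximal effect; % of control where 0% means no effect; nearly all actives have a fitted effect of over 45% in size; temperature-sensitive fusion mutants such as fzo1-1 at 37 °C on non-fermentable ethanol glycerol medium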
#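 Luminescent cell viability in 1536-well qHTS format served as the measure of rescued growth in ts fusion-mutant S. cerevisiae cultured on non-fermentable YPEG for 48 hours at 37C.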
# Eya2 phos inh – Eya2 (human) phosphatase inhibition. recombinant Eya2, OMFP fluorescence dephosphorylation (OMFP is methylfluorescein phosphate). Potency, µM (doses to about 76.9 µM), for inactives: top-dose activity, negative = inhibition, hits mostly inhibitors. O00167. 330,000 compounds, 0.006% hits; further: potency means the concentration at half of the fitted maximal effect; on the % scale 0 is the no-effect control and ±100 the full control effect
#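 Eya2 protein (added as 0.2 uM solution) was preincubated with compound for 10 min at ambient temperature in 50 mM HEPES pH 7.5, 50 mM NaCl, 5 uM MgCl2, 0.05% BSA, 1 mM DTT. OMFP (added at 50 uM) then reacted 10 min; fluorescence read at 485/525 nm.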
# TCR activator – T cell receptor activation; primary human leukocytes, anti-CD3, IL-2 HTRF, 48 h; 330,000 tested, under 10 active; AID 504894; Potency, µM (series often up to 9.22 µM), without a hit: top-dose activation of IL-2 secretion, actives largely listed as activators; further: % of control where 0% means no effect
#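 IL-2 release read by HTRF sandwich (Eu cryptate donor, d2 acceptor, 665 nm emission) after 48 hr exposure of primary human leukocytes to compound together with anti-CD3 beads in the absence of co-stimulatory signals.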
# The depositor's hits bear a star; ? = inconclusive; / = not tested or not shown; [ ] = another dose, or the depositor's remark. Unless noted, the call rests on the fitted dose curve; in most records, active means well fitted curve in the direction sought with a large enough effect; inconclusive means small, poorly fitted or top-dose-only effect, or another doubt; inactive means no such curve, though single readings can be large; an effect the other way counts as inactive or inconclusive.
SMILES,TSHR antag,Integrin act MD,TSG101-PTAP inh,Tb PFK inh,Chronic BCR inh,AT treatment,ELG1 DNA repair,S-ASM inh,Mito fusion act,Eya2 phos inh,TCR activator
CC(=O)N(c1nc(CCl)cs1)c1cccc(C)c1C,1,-34%,-1%,2%,3%,3%,-4%,1%,1%,5%,-1%
COc1ccc2nc(-c3ccccc3)[nH]c2c1,4,9%,1%,-19%,?,1%,?,0%,4%,-4%,/
COc1ccccc1NC(=O)CSc1nc(O)c(Cc2ccccc2)c(=O)[nH]1,-5,20%,1%,1%,?,0%,-3%,-1%,1%,7%,-7%
CCOc1ncccc1C(=O)Nc1ccc(S(=O)(=O)Nc2cc(C)nc(C)n2)cc1,/,-20%,-5%,0%,-11%,9%,-2%,-1%,/,-4%,0%
COc1ccc(/C=C/C(=O)OCc2csc(-c3ccccc3)n2)cc1OC,-9,-20%,0%,0%,?,4%,?,-21%,15%,0%,1%[46.1 µM]
CCc1ccc(CNC(=O)C2CCN(c3nnc(C)c4c(C)n(-c5ccc(C)cc5)nc34)CC2)cc1,6,-36%[inhibitor],0%,-5%,4%,-3%,?,-9%,-42%[inhibitor],-14%,6%
Cc1ccc(OCc2n[nH]c(=S)n2N)cc1C,-1,-20%,-1%,-2%,8%,-3%,29%,-3%,-23%,5%,3%
Cc1cc(C(=O)N/N=C/c2ccc([N+](=O)[O-])o2)c(C)o1,3,-36%,2%,0%,?,-2%,?,-2%,-6%,?,-2%
COc1ccc(/C=C/C(=O)NC(=S)N2CCN(C)CC2)cc1,2,5%,-3%,0%,-8%,0%,?,8%,1%,5%,3%
COC(=O)C(/C=N/OCc1ccc([N+](=O)[O-])cc1)NC(=O)c1cccc(Cl)c1 (centres undefined),1,15%,-1%,-7%,-9%,2%,-4%,-3%,-4%,16%,3%
O=C(CNC(=O)CNC(=O)c1ccc(Cl)cc1Cl)NCc1cccc(Cl)c1,0,3%,-2%,-21%,6%,-5%,-3%,-9%,29%,-8%,0%
CCOC(=O)Cc1csc(NC(=O)/C=C\c2ccccc2)n1,-15,1%,0%,3%,?,1%,?,1%,14%,-11%,-2%
C=CCNC(=O)N1CCC(c2nc3ccccc3s2)CC1,-4,-17%,-10%,1%,2%,1%,?,1%,1%,0%,-4%
CC1C(=O)N2CCCc3cc(S(=O)(=O)NCc4ccccc4Cl)cc1c32 (centres undefined),0,27%,-8%,4%,-3%,7%,-2%,3%,-6%,3%,1%
COC(=O)c1cccc(N2C(=O)C3C4C=CC(CC4)C3C2=O)c1 (centres undefined),-6,1%,0%,3%,5%,6%,-7%,0%,5%,6%,-2%
CN(Cc1ccccc1)Cc1nc2c(c(=O)n(C)c(=O)n2C)n1Cc1ccccc1Cl,-11,-19%,-5%,2%,3%,12%,15µM*,4%,5%,12%,8%
C/C(=N\N1C(=O)c2ccccc2NC1c1ccccc1)c1ccccc1O (centres undefined),-1,10%,-1%,2%,6%,7%,?,-1%,3%,-9%,-7%
CCOc1ccc(C(=O)n2cc(C(=O)OC)c3ccccc32)cc1OCC,2,5%,0%,-4%,-10%,16%,9%,-7%,-10%,-4%,-1%
Cc1cccc(OCC(O)CN2CCN(c3ccccn3)CC2)c1C (centres undefined),-6,?,-8%,1%,-7%,-1%,2%,3%,3%,-2%,1%
CC(C)Oc1ccc(Nc2ncnc3ccccc23)cc1,6,?,5%,-4%,?,1%,?,-7%,-1%,7%,5%
COc1ccc(CNC(=O)C(c2ccco2)N(C(=O)c2csnn2)c2cccc(C)c2C)cc1 (centres undefined),33,-13%,-2%,-1%,9%,-3%,?,0%,3%,-24%,1%[46.1 µM]
CC(C)n1c(SC2C(=O)CC(C)(C)CC2=O)nc2c1c(=O)n(C)c(=O)n2C,2,5%,-4%,2%,12%,-2%,2%,1%,1%,17%,1%
O=[N+]([O-])c1ccc(C2Oc3ccccc3C3CC(c4ccccc4)=NN32)s1 (centres undefined),18,/,/,-1%,?,2%,?,/,-22%,-9%,0%[46.1 µM]
Cc1cc2c(ncn2Cc2ccccc2)c([N+](=O)[O-])c1C,-36,-6%[7.66 µM],-6%,0%,4%,4%,10%,-2%,7%,-8%,6%
CCOc1ccc(Cn2nnc(C(=O)Nc3cc(C)cc(C)c3)c2N)cc1,-11,-1%,-1%,0%,-2%,19%,23%,-4%,2%,-27%,-2%

# Three entries out of the list above, ordered by the value under Chronic BCR inh, lowest first:
SMILES	Chronic BCR inh
CCOc1ncccc1C(=O)Nc1ccc(S(=O)(=O)Nc2cc(C)nc(C)n2)cc1	-11%
CCOc1ccc(C(=O)n2cc(C(=O)OC)c3ccccc32)cc1OCC	-10%
C=CCNC(=O)N1CCC(c2nc3ccccc3s2)CC1	2%

# Next section.
SMILES,TSHR antag,Integrin act MD,TSG101-PTAP inh,Tb PFK inh,Chronic BCR inh,AT treatment,ELG1 DNA repair,S-ASM inh,Mito fusion act,Eya2 phos inh,TCR activator
O=C(O)CN1C(=O)CSC1=S,-5,-18%,-2%,27%,?,-5%,-1%,-2%,9%,9%,-68%
NCc1ccccc1CS(=O)(=O)N1CCOCC1,-8,1%,0%,-10%,4%,-2%,-3%,5%,/,3%,-3%
Cc1cc(-c2nnc(-c3cccc(C(F)(F)F)c3)o2)no1,4,21%,-5%,4%,?,5%,?,1%,-6%,-29%,3%
COc1ccc(OCC(=O)Nc2ccccc2C(=O)NC2CC2)cc1,-1,17%,-1%,7%,?,2%,10%,0%,6%,-3%,3%
C=CCn1c(COc2cccc(C)c2)nnc1SC(C)C(=O)NC1CC1 (centres undefined),-2,?,-6%,1%,-6%,-5%,2%,4%,0%,12%,2%
O=C(/C=C/c1ccccc1)NCc1cccnc1,0,2%,-7%,3%,-2%,3%,0%,3%,-12%,-1%,8%
O=C(CSCc1c(F)cccc1Cl)NNC(=S)NC1CCCCC1,-9,2%,1%,0%,-5%,15%,?,-1%,-11%,-2%,4%
FC(F)(F)c1cc(-c2cccs2)nc(-n2cc(Br)cn2)n1,-7,17%,-2%,0%,12%,-2%,-29%,51%[activator],-1%,5%,-6%
COc1ccc(/C=N/NC(=O)c2ccncc2)c(OC)c1,18,6%,-1%,9%,-3%,14%,1%,5%,-17%,-3%,-4%
CC(C)(C)[C@H]1C=C(C(=O)Nc2ccccc2)O[C@@H](OCc2ccc(CO)cc2)C1,-1,-9%,-4%,1%,8%,11%,?,-5%,16%,?,7%
COc1ccc(NC(=S)N2CCN(C(=O)C3CCCO3)CC2)cc1 (centres undefined),7,14%,/,-8%,-1%,-2%,14%,2%,-2%,3%,2%
COc1cc(Br)c(C(C)NC(=O)c2ccc(C)cc2)cc1OC (centres undefined),40,-38%,-4%,0%,4%,7%,-26%,-2%,3%,6%,0%
Nc1ccc2oc(-c3cc(Br)ccc3Cl)nc2c1,18,-19%[7.66 µM],-8%,3%,?,6%,?,-1%,2%,6%,-1%
Cc1ccc(NC(=O)COC(=O)C2C3CC4OC(=O)C2C4C3)cc1 (centres undefined),-10,-18%,-4%,-1%,3%,8%,16%,1%,-3%,5%,6%
Cc1ccc(C)c(CSc2nc(-c3ccco3)nc3c2c(=O)n(C)c(=O)n3C)c1,-3,/,/,-2%,-1%,10%,6%,/,3%,-14%,/
COc1ccc(NC(=S)NCCC(c2ccccc2)c2ccccc2)c(OC)c1,-22,0%,-6%,-3%,2%,-5%,-24%,-3%,2%,-20%,2%
Cc1cc(C)c(S(=O)(=O)c2ccccc2)c(N(C)C)n1,-34,3%,-3%,1%,-5%,3%,-3%,3%,2%,-8%,1%
O=C(O)CNC1=NCCC1,8,/,/,-2%,1%,1%,5%,/,0%,8%,/
CCN(CC)S(=O)(=O)c1ccc(C(=O)Nc2nnc(-c3ccco3)o2)cc1,-5,-40%,-5%,-3%,3%,-4%,21µM*,1%,12%,0%,-3%
